Screening results (PubChem)
PI5P4Ka inh: PI5P4K alpha (human) kinase inhibition | 1.2% of 330,000 active | PI5P4Kalpha enzyme, ADP-Glo luminescence, 60 min; hits give low values | max response, % | AID 652105; active = max response of -50% or lower; inconclusive = between -30% and -50%; inactive = -30% or higher; also: value at the top dose of about 77 µM; % is scaled to controls: 0 for no effect and ±100 for the full control effect
Target sequence (P48426 whole entry, looked up): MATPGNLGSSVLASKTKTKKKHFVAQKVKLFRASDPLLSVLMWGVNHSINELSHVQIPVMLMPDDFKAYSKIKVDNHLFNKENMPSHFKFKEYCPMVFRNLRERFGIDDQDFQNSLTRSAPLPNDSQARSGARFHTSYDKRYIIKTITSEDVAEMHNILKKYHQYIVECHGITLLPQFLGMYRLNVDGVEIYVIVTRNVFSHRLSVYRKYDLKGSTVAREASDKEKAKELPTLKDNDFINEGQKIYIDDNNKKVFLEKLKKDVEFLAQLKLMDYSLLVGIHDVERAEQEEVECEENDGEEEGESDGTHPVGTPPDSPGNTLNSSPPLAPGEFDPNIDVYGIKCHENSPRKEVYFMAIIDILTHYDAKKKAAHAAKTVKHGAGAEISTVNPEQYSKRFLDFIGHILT
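Human PI5P4Kalpha with substrate in 0.038 M HEPES pH 7.4, 0.28 mM EGTA, 0.1% CHAPS, 5% DMSO; reaction started with 5 microM ATP (final), 60 min at room temperature. ADP formed read by ADP-Glo luminescence.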
EPAC1 ag: activates human EPAC1 exchange factor; EPAC1 agonist qHTS, biochemical assay; response scale: 100% = response to 6.5 mM cAMP; 0.073% of 360,000 active; Potency, µM (series often up to 154 µM), for inactives: at the highest dose activation, most hits filed as activators; O95398; also: potency is read from the fitted curve at half-maximal effect; nearly all actives have a fitted effect of over 60% in size
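Read-out is the fluorescence drop as BODIPY-GDP leaves Rap1B (480 nm excitation, 540 nm emission), recorded every 5 minutes over 30 minutes. Reactions held 100 nM EPAC1, 250 nM Rap1B–BODIPY-GDP and 50 uM GDP, with 6.5 mM cAMP setting full activation.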
EPAC2 ag: agonists of human EPAC2 (RAPGEF4). 0.079% of 360,000 active. Potency, µM (series often up to 154 µM), without a hit: top-dose activation, most hits filed as activators. EPAC2 activation, biochemical qHTS; response scale: 100% = 6.5 mM cAMP response. Q8WZA2. AID 720711; also: potency is read from the fitted curve at half-maximal effect; nearly all actives have a fitted effect of over 50% in size
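Exchange assay: 100 nM EPAC2 with 250 nM Rap1B-BODIPY-GDP and 50 uM GDP. Fluorescence (ex 480/em 540 nm) read every 5 min for 30 min at room temperature. Data normalized to 6.5 mM cAMP as agonist control.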
WRN helicase inh: WRN helicase (human) inhibition; WRN helicase unwinding, fluorescent forked duplex, kinetic; Potency, µM (doses to about 114 µM), for inactives: at the highest dose activity change, negative = inhibition, hits mostly inhibitors; 0.46% of 360,000 active; also: potency is read from the fitted curve at half-maximal effect; % is scaled to controls: 0 for no effect and ±100 for the full control effect; nearly all actives have a fitted effect of over 55% in size
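Kinetic fluorescence helicase assay: unwinding of a quenched forked DNA duplex (100 nM final) with 2 mM ATP final raises red fluorescence (525/598 nm). Compounds sat 15 min at room temperature with 20 nM WRN beforehand.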
PLK1 PBD block: PLK1 (human) polo-box domain binding inhibition; P53350; Plk1 PBD binding of FITC phosphopeptide, fluorescence polarization; Potency, µM, for inactives: max response, negative = inhibition, actives largely listed as inhibitors; 2.8% of 360,000 active; AID 720504; also: potency is read from the fitted curve at half-maximal effect; series mostly up to about 57 µM; % is scaled to controls: 0 for no effect and ±100 for the full control effect; nearly all actives have a fitted effect of over 65% in size
Target sequence (P53350 whole entry, looked up, the tested form may be a part): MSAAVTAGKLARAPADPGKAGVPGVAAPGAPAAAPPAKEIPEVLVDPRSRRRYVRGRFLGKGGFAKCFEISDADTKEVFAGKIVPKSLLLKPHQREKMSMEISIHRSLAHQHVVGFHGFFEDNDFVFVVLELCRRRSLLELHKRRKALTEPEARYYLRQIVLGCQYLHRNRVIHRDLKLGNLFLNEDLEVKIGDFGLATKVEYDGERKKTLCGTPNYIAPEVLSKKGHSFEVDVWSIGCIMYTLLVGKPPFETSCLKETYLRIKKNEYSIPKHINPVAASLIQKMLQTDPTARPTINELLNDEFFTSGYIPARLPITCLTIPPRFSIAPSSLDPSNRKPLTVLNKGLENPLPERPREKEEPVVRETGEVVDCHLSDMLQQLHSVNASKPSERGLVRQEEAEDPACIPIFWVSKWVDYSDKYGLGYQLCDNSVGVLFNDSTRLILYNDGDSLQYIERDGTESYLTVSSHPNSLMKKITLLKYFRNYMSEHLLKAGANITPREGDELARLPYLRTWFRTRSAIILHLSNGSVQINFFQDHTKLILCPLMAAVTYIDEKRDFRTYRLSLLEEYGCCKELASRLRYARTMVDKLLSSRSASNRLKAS
CCT chaperon mod: changes cytosolic chaperonin activity. purified chaperonin ATPase assay, HTRF ADP detection, 30 min. activity change, % (concentration not given with the values), hits read low. 0.3% of 360,000 active; in the data active = activity change below about -30%; also: % is scaled to controls: 0 for no effect and ±100 for the full control effect
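ATPase activity: ADP formed was measured by HTRF Transcreener (665/615 nm ratio) after 30 min at 37 deg C with 10 uM ATP. Compounds screened at one 76 uM concentration against 40 or 20 nM TRiC in Tris pH 7.4/KCl/MgCl2/DTT buffer.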
EPAC1 antag: blocks human EPAC1 exchange factor. 0.14% of 360,000 active. O95398. Potency, µM (titrated, usually from 115 µM), inactives show at the top dose activity change, negative = inhibition, usual class: inhibitors. EPAC1 GEF assay, Rap1b-BODIPY-GDP exchange fluorescence. AID 720709;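 also: potency is read from the fitted curve at half-maximal effect; plate controls were vehicle for no effect and positive control for full effect; nearly all actives have a fitted effect of over 50% in size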
IL-2 act: IL-2 activation; activation, % (series mostly up to about 46 µM); IL-2 activation reporter assay, cell-based qHTS; stimulated with anti-CD3/CD4/CD28 beads; in transgenic mouse T cells; 0.065% of 360,000 active; AID 652025; in the data active = activation above about 50%; inconclusive = mostly about 30% to 49%; also: 0% is about no effect
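Readout: EGFP and DsRed signals by fluorescent plate cytometry. Unstimulated transgenic mouse T cells received compound 60 min before antibody-bead stimulation, then incubated 18 h at 37 degrees C.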
* hit, by the source's call; ? = inconclusive; . = not tested or not shown; [ ] = dose if it differs, or a comment. Unless noted, calls follow the shape of the dose curve; as a rule, active = well fitted curve in the direction sought with a large enough effect; inconclusive = small, poorly fitted or top-dose-only effect, or another doubt; inactive = no such curve, though single readings can be large; an effect the other way counts as inactive or inconclusive. These rows are one share of the data; rates above refer to the full screens.

SMILES | PI5P4Ka inh | EPAC1 ag | EPAC2 ag | WRN helicase inh | PLK1 PBD block | CCT chaperon mod | EPAC1 antag | IL-2 act
COc1cccc(N2CCN(C(=O)c3ccc(CSc4nc5ccncc5[nH]4)cc3)CC2)c1 | 1 | -6% | 2% | 5% | -4% | 0.4 | 0% | -2.8
COc1cc(C(=O)NCC(=O)OCC(=O)Nc2ncc(Cl)cc2Cl)cc(OC)c1OC | -3 | 3% | -3% | -15% | ? | 1.2 | 4% | 0.1
O=C(c1ccccc1Br)N1CCN(c2ccc([N+](=O)[O-])c(N3CCOCC3)c2)CC1 | -4 | -8% | 3% | 1% | -1% | -1.0 | 13% | 0.4
CS(=O)(=O)N1c2ccccc2[C@]2([C@@]34C[C@H]5C(=O)N[C@@H](Cc6ccccc6)C(=O)N5[C@@H]3N(S(C)(=O)=O)c3ccccc34)C[C@H]3C(=O)N[C@@H](Cc4ccccc4)C(=O)N3[C@H]12 | -3 | 1% | -4% | 11% | -8% | -3.7 | 2% | -0.2
COCOc1cccc(CN2CCC(C)(Oc3cccc(C#N)c3)C2)c1 (configuration not stated) | 0 | -16% | 9% | 9% | 0% | -1.1 | 16% | 0.2
O=C(NNC1CC(=O)N(c2ccccc2)C1=O)c1ccccc1Cl (configuration not stated) | 1 | 5% | 10% | 1% | -7% | -0.3 | 1% | 0.4
O=C(Cn1nc(-c2ccc(Cl)cc2)c2ccccc2c1=O)NN1CCOCC1 | 5 | -3% | 6% | -18% | -10% | 3.6 | -19% | -1.8
O=S(=O)(Nc1cccc(-c2cn3cccnc3n2)c1)c1ccc(-c2ccccc2)cc1 | 4 | 13% | 16% | -28% | -8% | -2.6 | -23% | 2.9
COc1ccc(/C=N/NC(=O)c2c(-c3ccccc3)noc2C)cc1 | -7 | 13% | -1% | -25%[57.1 µM] | -1% | -1.5 | 18% | 0.1
CCOc1ccc2nc(N(CCN(CC)CC)C(=O)c3ccc([N+](=O)[O-])cc3)sc2c1 | 0 | 9% | 6% | -5% | -8% | -0.1 | -8% | -0.4
Cc1ccc(C(=O)c2oc3ccccc3c2NC(=O)c2cc(-c3cc(C)ccc3O)n[nH]2)cc1 | -16 | 4% | -11% | 0% | -20% | 1.0 | -8% | -2.8
CCC(C)NC(=O)C1c2ccccc2C(=O)N1Cc1cc(OC)ccc1OC (configuration not stated) | . | 4% | 7% | -3% | 3% | 0.1 | 0% | 3.1
COc1ccc(NC(=S)N2CCN(C(c3ccccc3)c3ccccc3)CC2)c(OC)c1 | 2 | 12% | 18% | -13% | -8% | -1.8 | -19% | 0.0
COc1ccc(CCN2CC(C(=O)NCCc3cccc(F)c3)CCC2=O)cc1 (configuration not stated) | 4 | -1% | 4% | 9% | -12% | 0.0 | -6% | -0.6
c1ccc(CC2CCN(Cc3ccccn3)CC2)cc1 | -4 | -6% | 5% | 9% | 2% | -0.1 | 9% | 1.2
CN(Cc1cnn(C)c1)C(=O)c1ccc(OC2CCN(CCc3ccccc3)CC2)cc1 | 1 | 2% | 12% | -1% | -13% | -1.3 | -8% | 0.4
FC(F)Sc1ccc(NC(=S)NC2CCCCC2)cc1 | . | 27% | 21% | 1% | -18% | 0.1 | -9% | -1.8
Cc1cccc(N2CCN(C(=O)c3cccc(N4CCCC4=O)c3)CC2)c1C | 0 | 12% | 3% | -2% | -6% | -2.6 | -16% | -2.9
CCOc1ccccc1NC(=O)C1CCCN(S(=O)(=O)c2c(C)[nH]c(=O)[nH]c2=O)C1 (configuration not stated) | -5 | 6% | -4% | -9%[57.1 µM] | -1% | 1.5 | 12% | 0.3
CC(=O)NS(=O)(=O)c1ccc(NC(=O)c2ccccc2F)cc1 | . | -2% | 7% | -1% | -2% | 0.5 | 8% | -2.4
CN(C(=O)COC(=O)COc1ccccc1Cc1ccccc1)c1ccccc1 | 17 | 14% | 17% | -22% | -1% | 0.1 | -17% | 0.4
CN(Cc1ccccc1)C(=O)c1csc([C@@H]2C[C@H](O)[C@@H](CO)O2)n1 | 0 | -3% | 1% | 12%[57.1 µM] | -27% | -1.1 | -11% | 1.2
O=C(C(Cl)Cl)N1CCN(c2ccccn2)CC1 | -2 | 6% | 2% | -4% | 4% | -1.3 | -9% | -1.4
CCN1C(=O)[C@H]2[C@@H](c3ccc(-c4ccc(OC)cc4)cc3)N3CCCC[C@@]3(C(=O)OC)[C@H]2C1=O | 3 | 1% | 7% | 0% | 3% | 0.9 | -4% | -0.4
Cc1cc(=O)oc2cc(OCC(=O)NC3CCCCC3)c(Cl)cc12 | -7 | 1% | 4% | 12% | -2% | 0.3 | 1% | 0.1
O=C(NNC(=O)c1ccccc1[N+](=O)[O-])c1ccccn1 | 4 | -4% | 7% | 1% | -4% | -3.9 | 9% | -2.5
COc1ccccc1N(CC(=O)NCc1ccccc1)S(C)(=O)=O | 8 | 0% | 10% | -2% | -7% | -2.0 | 3% | 0.9
Cc1cccc(NC(=O)/C=C/c2ccc(Cl)cc2)n1 | 2 | -2% | 11% | -29% | -4% | 0.9 | 2% | -0.2
CCN(CC)CCC(c1cc(OC)c(OC)c(OC)c1)c1c(O)cc(OC)cc1OC (configuration not stated) | 5 | 7% | 10% | 5% | 4% | 1.7 | ? | -2.3
Cc1ccc2oc(=O)n(Cc3ccccc3OC(C)C)c2c1 | . | 7% | 10% | 4% | -1% | -0.4 | 3% | -2.4
CC(C)[C@H](NC(=O)N1CC(=O)Nc2ccccc21)C(=O)N1CCC[C@@H]1C(=O)O | 3 | -26% | -1% | 7% | -2% | -3.0 | 7% | 0.9
COc1cc(Cl)ccc1OCc1cc(C(=O)N[C@H]2CCCCNC2=O)no1 | -2 | -1% | 5% | -1% | -1% | -2.0 | 16% | -0.3
Cc1nn(C)c(C(=O)Nc2ccn(Cc3c(F)c(F)cc(F)c3F)n2)c1[N+](=O)[O-] | -8 | 5% | -7% | -2% | -9% | -1.7 | -17% | 0.8
CCN(CC)S(=O)(=O)c1cccc(NC(=O)COC(=O)C2=COCCO2)c1 | -12 | 4% | -7% | 7% | 3% | 1.0 | 15% | -2.6
CC(C)CC1Nc2ccc(C(=O)NCc3ccc4c(c3)OCO4)cc2NC1=O (configuration not stated) | -22 | -5% | 1% | 1% | -13% | 2.0 | 6% | 0.2
Cc1cc(C(=O)COC(=O)c2ccncc2)c(C)n1Cc1ccco1 | 1 | 0% | 10% | -7% | -2% | -2.6 | 0% | -3.6
COc1cc(C(=O)NNC(=O)C2CCCC2)cc(OC)c1OC | -4 | 9% | 0% | 10% | -4% | -0.5 | 10% | 0.9
O=C(/C=C/c1ccc(N2CCCCC2)c([N+](=O)[O-])c1)c1ccc(O)cc1 | -3 | 23% | 7% | -20% | -7% | -0.9 | -14% | -0.8
O=c1/c(=C/c2ccccn2)sc2n1CN(c1ccccc1)CN=2 | -8 | 9% | 4% | -5% | -23% | -24 | 11% | 0.8
O=C(NCc1ccc2c(c1)OCO2)C(=O)NCC1OCCN1S(=O)(=O)c1ccc(Cl)cc1 (configuration not stated) | -13 | 1% | 3% | -16% | -2% | -0.9 | 9% | 3.6
Cc1nnc(SCC(=O)NC2CCCCCC2)n1C | -2 | 4% | 9% | 5% | -9% | -0.8 | 12% | -3.5
CCOc1ccccc1NC(=O)N1CCCC(c2nc(-c3ccc(C)o3)no2)C1 (configuration not stated) | 2 | 5% | 8% | 5% | -10% | -2.4 | 8% | -5.1
CC(C)c1nc2oc3c(N(C)CCO)ncnc3c2c2c1CCC2 | 12 | -3% | 5% | -34% | 0% | -0.2 | -8% | 0.7
CN1CCN(c2ccc(S(=O)(=O)N3CCOCC3)cc2NC(=O)Cc2ccccc2F)CC1 | 5 | 7% | 5% | -1% | -8% | -0.4 | -10% | 0.5
COc1cccc(NC2=C(NCCO)C(=O)c3ccccc3C2=O)c1 | -4 | 3% | 2% | 12% | -15% | -2.0 | -7% | -1.2

Part of the list above, reformatted.
Cc1cc(C(=O)COC(=O)c2ccncc2)c(C)n1Cc1ccco1
  PI5P4Ka inh: 1
  EPAC1 ag: 0%
  EPAC2 ag: 10%
  WRN helicase inh: -7%
  PLK1 PBD block: -2%
  CCT chaperon mod: -2.6
  EPAC1 antag: 0%
  IL-2 act: -3.6

COc1cc(C(=O)NNC(=O)C2CCCC2)cc(OC)c1OC
  PI5P4Ka inh: -4
  EPAC1 ag: 9%
  EPAC2 ag: 0%
  WRN helicase inh: 10%
  PLK1 PBD block: -4%
  CCT chaperon mod: -0.5
  EPAC1 antag: 10%
  IL-2 act: 0.9

O=C(/C=C/c1ccc(N2CCCCC2)c([N+](=O)[O-])c1)c1ccc(O)cc1
  PI5P4Ka inh: -3
  EPAC1 ag: 23%
  EPAC2 ag: 7%
  WRN helicase inh: -20%
  PLK1 PBD block: -7%
  CCT chaperon mod: -0.9
  EPAC1 antag: -14%
  IL-2 act: -0.8

O=c1/c(=C/c2ccccn2)sc2n1CN(c1ccccc1)CN=2
  PI5P4Ka inh: -8
  EPAC1 ag: 9%
  EPAC2 ag: 4%
  WRN helicase inh: -5%
  PLK1 PBD block: -23%
  CCT chaperon mod: -24
  EPAC1 antag: 11%
  IL-2 act: 0.8

The listing continues.
SMILES | PI5P4Ka inh | EPAC1 ag | EPAC2 ag | WRN helicase inh | PLK1 PBD block | CCT chaperon mod | EPAC1 antag | IL-2 act
COc1ccc(-c2nc3ccc(Br)cn3c2Cc2cccc(Cl)c2)cc1OC | 4 | 3% | 8% | -8% | 9% | -1.9 | -6% | -0.3
Cn1cc([C@]2(O)C(=O)N(c3ccccc3)c3ccccc32)c2ccccc21 | 9 | 4% | 16% | -6% | -5% | . | -18% | 0.8
C=C(C)[C@@H]1CCC2(C(=O)O)CC[C@]3(C)[C@H](CC[C@@H]4[C@@]5(C)CCC(=O)C(C)(C)[C@@H]5CC[C@]43C)[C@@H]12 (some centres not stated) | -6 | -25% | -4% | -2% | 13µM* | -2.0 | 0% | -3.6
CN(CC(=O)Nc1cccc(F)c1)C(=O)/C=C/c1ccc(Br)s1 | -9 | -2% | -2% | -4% | -13% | 2.5 | -18% | -2.1
Cc1ccc(C)c(OCCCCCn2ccnc2)c1 | . | 3% | 9% | -8% | 0% | -1.1 | 1% | -3.3
